# FID counter – counter-screen for HCV NS3 helicase inhibitors: DNA intercalator displacement; 0.17% of 290,000 active; inhibition, % at 7.9 µM; AID 1845; DNA fluorescent intercalator displacement, fluorescence; in the data active means inhibition above about 37%;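 further: 0% = vehicle and 100% = reference compound; higher means more ethidium bromide displaced from hairpin DNA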
# PHOSPHO1 inh – blocks human PHOSPHO1 phosphatase activity; recombinant PHOSPHO1, absorbance phosphatase assay; inhibition, % at 13.3 µM; 1.1% of 290,000 active; in the data active means inhibition above about 60%
# MEKK2 WT-MEK5 – raises or lowers MEK5 binding to wildtype human MEKK2 PB1 domain; Q9Y2U5; bead flow cytometry, Alexa488-MEK5 binding to MEKK2 WT; actives lie on both sides; binding response (% of control), % at 10 µM; 1.1% of 290,000 active; in the data active means binding response below about 67% or above about 130%
# OXTR ag – agonists of human oxytocin receptor | P30559 | CHO-OTR cells, Fluo-8 calcium fluorescence; normalized: DMSO 0%, oxytocin 100% | activation, % at 3 µM | 0.32% of 320,000 active | AID 2435;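 active means activation above the mean of all tested compounds plus 3 SD, cutoff set per screening run, cut at about 20% in these data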;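 further: peak over basal fluorescence ratio from a 100 s FLIPR kinetic read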
# Target sequence (P30559 whole entry, looked up): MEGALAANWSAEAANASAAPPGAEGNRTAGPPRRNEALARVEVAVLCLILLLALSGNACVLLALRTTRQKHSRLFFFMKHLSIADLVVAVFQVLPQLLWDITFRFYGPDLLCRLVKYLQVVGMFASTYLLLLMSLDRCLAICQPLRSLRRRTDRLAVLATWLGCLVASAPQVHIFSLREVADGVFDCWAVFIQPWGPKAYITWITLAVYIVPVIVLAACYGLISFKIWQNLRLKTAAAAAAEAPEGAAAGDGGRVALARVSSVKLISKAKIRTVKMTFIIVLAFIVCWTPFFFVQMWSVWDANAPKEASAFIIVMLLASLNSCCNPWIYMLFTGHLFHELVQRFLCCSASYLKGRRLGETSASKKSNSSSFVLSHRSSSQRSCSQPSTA
# M18AAP inhibitor – PfM18AAP enzyme inhibition. inhibition, % at 7.35 µM. 1.2% of 290,000 active. recombinant PfM18AAP, H-Glu-NHMec fluorogenic cleavage;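 active means inhibition above the campaign mean inhibition over all tested compounds plus 3 SD, cut at about 28% in these data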;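 further: 0% = plate median of test compound wells and 100% = 2 mM ZnCl2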
# MEKK2mut PB1 HTS – signal of MEK5 binding to mutant human MEKK2 PB1 domain; percent response, % at 10 µM; bead flow cytometry, Alexa488-MEK5 binding to MEKK2 mutant; AID 1530; 0.35% of 290,000 active; in the data active means percent response above about 24%, passing the limit was not always enough; further: inactives centre near 1; some results filed as inactive read as strong as hits; reference of the scale not given here
# MEKK3 PB1 HTS – raises or lowers MEK5 binding to the human MEKK3 PB1 domain. 1.4% of 290,000 active. Q99759. AID 1529. binding response (% of control), % at 10 µM. bead-based flow cytometry, Alexa488-MEK5 binding to MEKK3; actives lie on both sides; 0 = blocked by unlabeled MEK5, 100 = vehicle;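 active means binding response more than 3 SD above or below the average of its plate-row segment, actives on both sides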;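 further: Alexa488 bead fluorescence after subtracting the streptavidin-only scavenger bead signal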
# Target sequence (Q99759 whole entry, looked up, the tested form may be a part): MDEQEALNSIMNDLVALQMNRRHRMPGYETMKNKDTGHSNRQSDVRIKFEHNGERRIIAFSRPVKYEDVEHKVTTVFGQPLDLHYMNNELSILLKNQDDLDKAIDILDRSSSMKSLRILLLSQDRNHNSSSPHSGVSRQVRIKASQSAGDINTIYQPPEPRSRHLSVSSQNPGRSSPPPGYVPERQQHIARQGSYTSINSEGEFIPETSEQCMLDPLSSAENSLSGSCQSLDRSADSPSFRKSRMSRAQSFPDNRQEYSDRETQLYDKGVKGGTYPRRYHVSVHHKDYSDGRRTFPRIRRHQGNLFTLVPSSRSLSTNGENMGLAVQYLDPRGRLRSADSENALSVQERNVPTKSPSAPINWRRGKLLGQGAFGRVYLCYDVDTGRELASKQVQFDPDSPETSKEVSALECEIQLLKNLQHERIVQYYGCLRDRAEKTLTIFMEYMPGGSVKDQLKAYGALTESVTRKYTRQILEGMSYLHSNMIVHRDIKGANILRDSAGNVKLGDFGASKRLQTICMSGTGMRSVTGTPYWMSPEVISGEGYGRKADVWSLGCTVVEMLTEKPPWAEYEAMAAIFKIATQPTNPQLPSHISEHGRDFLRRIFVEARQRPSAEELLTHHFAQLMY
# GPR7 antag – human neuropeptides B/W receptor 1 antagonism | GPR7-expressing cells, fluorescence antagonist assay | inhibition, % at 4.4 µM | 1.1% of 290,000 active | AID 1861 | P48145; in the data active means inhibition above about 16%, passing the limit was not always enough;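 further: cells stimulated with the agonist NPW; 0% = agonist with vehicle and 100% = vehicle without agonist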
# NALP1 yeast inh – NALP1 inhibition | AID 2071 | S. cerevisiae NALP1/ASC/caspase-1 growth, X-gal OD620, 72 h | inhibition, % at 10 µM | 0.61% of 280,000 active; in the data active means inhibition mostly above about 24%, no sharp cut-off; inactive means mostly below about 32%; further: some compounds called inactive have numbers as strong as hits
# An asterisk follows results filed as active; / = no result given.
SMILES,FID counter,PHOSPHO1 inh,MEKK2 WT-MEK5,OXTR ag,M18AAP inhibitor,MEKK2mut PB1 HTS,MEKK3 PB1 HTS,GPR7 antag,NALP1 yeast inh
CCC(C)NS(=O)(=O)c1ccc(OCC(=O)Nc2ccc(F)cc2F)cc1 (stereo unspecified),-18,-4,94,1.1,-6,-3,104,2,-1
COc1ccccc1N1CCN(C(=O)c2ccc(CSc3ccccc3)cc2)CC1,-31,5,107,-1.0,0,0,128*,-4,37
C/C(N)=C(/C#N)C(=O)CSc1nnc(COc2cc(C)ccc2C)o1,-5,18,101,12,-1,-1,100,-4,13
O=C(O)CCSCCC(=O)O,0,-14,103,-0.1,5,5,99,-2,22
CCCn1cc(CN2CCC(Oc3ccc(C(=O)N4CCCC4)cc3)CC2)c(C)n1,-5,17,103,0.8,-5,3,103,-11,19
COc1ccc(-c2cc(C(=O)Nc3cccc(S(=O)(=O)NCc4ccco4)c3)c3ccccc3n2)cc1OC,-38,43,88,-0.1,18,-4,97,14,-28
CC(C)C[C@H](NC(=O)c1[nH]cnc1C(=O)N[C@@H](C)c1ccccc1)C(=O)OC(C)(C)C,-27,30,72,-2.4,-3,-16,75,-32,17
Cc1ccc(N2C(=O)[C@@H]3C(C(=O)C(c4ccccc4)c4ccccc4)=NN[C@@H]3C2=O)cc1,-43,1,102,-3.0,1,13,102,-4,22
COc1ccc([C@H](C)NC[C@H](O)c2ccc(O)c(NC=O)c2)cc1,7,24,87,0.4,4,7,112,-17,0
Cc1ccc(S(=O)(=O)N(CC(=O)N/N=C/c2cccc3c2OCCO3)c2ccccc2F)cc1,-23,17,88,-1.8,-7,-10,94,-17,-17
C=CCn1c(CSc2ccccc2[N+](=O)[O-])n[nH]c1=S,-4,-29,98,-0.2,18,0,104,3,-2
CCNC(=O)COc1cccc2ccccc12,-4,-7,97,0.0,-4,-1,95,15,11
COc1cccc2c1OC1(C)CC2NC(=O)N1Cc1ccccc1 (stereo unspecified),-3,8,109,-0.2,-5,0,99,-2,13
CCC1CCCCN1CCCNC(=O)Cn1cnc2sc(C)c(S(=O)(=O)N3CCC(C)CC3)c2c1=O (stereo unspecified),9,23,118,0.1,1,15,103,-3,-10
OCCC1CN(Cc2cccn2-c2nccs2)CCN1CCc1ccccc1 (stereo unspecified),8,14,108,1.9,-8,3,102,-2,-6

# Another view of part of the listing above:
COc1ccc([C@H](C)NC[C@H](O)c2ccc(O)c(NC=O)c2)cc1
  FID counter: 7 | PHOSPHO1 inh: 24 | MEKK2 WT-MEK5: 87 | OXTR ag: 0.4 | M18AAP inhibitor: 4 | MEKK2mut PB1 HTS: 7 | MEKK3 PB1 HTS: 112 | GPR7 antag: -17 | NALP1 yeast inh: 0

Cc1ccc(S(=O)(=O)N(CC(=O)N/N=C/c2cccc3c2OCCO3)c2ccccc2F)cc1
  FID counter: -23 | PHOSPHO1 inh: 17 | MEKK2 WT-MEK5: 88 | OXTR ag: -1.8 | M18AAP inhibitor: -7 | MEKK2mut PB1 HTS: -10 | MEKK3 PB1 HTS: 94 | GPR7 antag: -17 | NALP1 yeast inh: -17

C=CCn1c(CSc2ccccc2[N+](=O)[O-])n[nH]c1=S
  FID counter: -4 | PHOSPHO1 inh: -29 | MEKK2 WT-MEK5: 98 | OXTR ag: -0.2 | M18AAP inhibitor: 18 | MEKK2mut PB1 HTS: 0 | MEKK3 PB1 HTS: 104 | GPR7 antag: 3 | NALP1 yeast inh: -2

CCNC(=O)COc1cccc2ccccc12
  FID counter: -4 | PHOSPHO1 inh: -7 | MEKK2 WT-MEK5: 97 | OXTR ag: 0.0 | M18AAP inhibitor: -4 | MEKK2mut PB1 HTS: -1 | MEKK3 PB1 HTS: 95 | GPR7 antag: 15 | NALP1 yeast inh: 11

# (more compounds)
SMILES,FID counter,PHOSPHO1 inh,MEKK2 WT-MEK5,OXTR ag,M18AAP inhibitor,MEKK2mut PB1 HTS,MEKK3 PB1 HTS,GPR7 antag,NALP1 yeast inh
CC(C)NC(=O)NC(=O)COC(=O)c1cccc(S(=O)(=O)N2CCCCC2)c1,-28,3,95,-2.5,-3,-4,94,-6,8
CC1CCc2c(C(=O)Nc3nccs3)csc2C1 (stereo unspecified),-5,2,108,-1.1,-13,8,100,-7,30
Cc1ccc(C)c(NC(=O)CSc2nnc(-c3ccccc3C)o2)c1,-3,-5,91,-0.3,-5,-9,97,-6,16
CC(=O)n1nc(-c2ccc(C)cc2)nc1NCc1ccc(F)cc1,-6,4,99,/,-16,-3,99,-5,-17
NS(=O)(=O)c1ccc(N=Nc2ccc(=O)[nH]c2O)cc1,1,17,87,0.5,17,-20,90,7,4
Cc1nc2ccccc2n1CC(O)c1ccccc1 (stereo unspecified),-6,24,99,0.6,2,2,100,-16,14
COc1ccccc1CNC(=O)COC(=O)c1c(C)nn(-c2ccccc2)c1Cl,-46,53,102,-1.1,11,6,102,-17,2
Cc1cc(C)c(NC(=O)c2ccc(S(=O)(=O)N3CCOCC3)cc2)c(C)c1,-16,-9,100,-0.5,8,-5,97,-2,/
CCOC(=O)c1cccc(NC(=O)CN(c2ccc(OC)cc2)S(=O)(=O)c2c(C)noc2C)c1,-15,7,115,-1.5,5,4,110,-2,-6
Cc1ccc(C(=O)OCC(=O)NCc2cccs2)c(C)c1,-13,-49,99,-2.0,-2,-9,96,-1,18
COCCCC1CCN(C(=O)C2CCC(=O)N(Cc3cccc(F)c3)C2)CC1 (stereo unspecified),-47,45,95,1.2,4,-8,101,7,6
COC(=O)COc1ccc(C)cc1-n1nc2ccccc2n1,-7,41,99,-1.3,38*,-6,102,-2,16
CCOc1ccc(NC(=O)CSc2nccn2C)cc1,-4,-1,100,-0.8,2,-1,94,1,8
COc1cccc(C(=O)CC(C#N)c2ccc(F)cc2)c1 (stereo unspecified),-14,44,107,-0.4,-2,4,106,-9,5
CCc1ccc(OCC(=O)Nc2ccc(N3CCN(S(C)(=O)=O)CC3)cc2)cc1,4,1,104,0.6,4,7,97,-4,13

# Full records, quoted from the list. Screens in order: FID counter | PHOSPHO1 inh | MEKK2 WT-MEK5 | OXTR ag | M18AAP inhibitor | MEKK2mut PB1 HTS | MEKK3 PB1 HTS | GPR7 antag | NALP1 yeast inh
# `CC1CCc2c(C(=O)Nc3nccs3)csc2C1` (stereo unspecified) is listed with -5 | 2 | 108 | -1.1 | -13 | 8 | 100 | -7 | 30
# `CC(=O)n1nc(-c2ccc(C)cc2)nc1NCc1ccc(F)cc1` is listed with -6 | 4 | 99 | / | -16 | -3 | 99 | -5 | -17
# `COc1ccc(-c2cc(C(=O)Nc3cccc(S(=O)(=O)NCc4ccco4)c3)c3ccccc3n2)cc1OC` is listed with -38 | 43 | 88 | -0.1 | 18 | -4 | 97 | 14 | -28
# `O=C(O)CCSCCC(=O)O` is listed with 0 | -14 | 103 | -0.1 | 5 | 5 | 99 | -2 | 22
# `COCCCC1CCN(C(=O)C2CCC(=O)N(Cc3cccc(F)c3)C2)CC1` (stereo unspecified) is listed with -47 | 45 | 95 | 1.2 | 4 | -8 | 101 | 7 | 6

# The results go on:
SMILES,FID counter,PHOSPHO1 inh,MEKK2 WT-MEK5,OXTR ag,M18AAP inhibitor,MEKK2mut PB1 HTS,MEKK3 PB1 HTS,GPR7 antag,NALP1 yeast inh
COc1ccccc1-c1cc(C(F)(F)F)nc(N2CCCCC2)n1,-1,0,99,-0.2,1,-5,90,-6,-10
Cc1cc(C(=O)N2CCN(S(=O)(=O)c3ccccc3F)CC2)c(C)o1,-13,-11,86,-0.1,0,-4,93,-6,5
Cc1ccccc1NC1=C(Cl)C(=O)OC1OC(=O)c1ccccc1C (stereo unspecified),-16,-26,95,-1.5,2,-8,95,52*,46
COc1ccccc1OCC(=O)n1cc(C(=O)c2cc(Cl)cc(Cl)c2O)cn1,2,0,89,3.3,33*,-3,101,7,21
O=C(c1ccc2c(=O)n(Cc3ccccc3Cl)c(=S)[nH]c2c1)N1CCCC1,-40,33,100,-0.1,4,1,98,-14,-10
Cc1ccccc1OCC(=O)Nc1ccc2[nH]ncc2c1,-13,34,97,0.1,0,-1,97,0,16
CCOC(=O)N1CCC(NC(=O)c2cc3sccc3n2CC)CC1,-24,10,98,-1.0,1,2,95,-9,-7
O=C1C(Cc2cccc([N+](=O)[O-])c2)SC(=Nc2ccccc2)N1c1ccccc1 (stereo unspecified),-1,-9,102,0.0,3,0,78,-7,37
CN(CC1CCCN(CCc2cccc(C(F)(F)F)c2)C1)C(=O)c1ccc2nc[nH]c2c1 (stereo unspecified),4,44,116,-0.7,5,13,101,0,1
CC(=O)Nc1nc(-c2ccc(Cl)cc2)nc(C)c1C(C)=O,10,20,80,-0.2,3,-6,84,-15,/
CC(=O)C1=C(O)C(=O)N(c2cccnc2)C1c1cccc([N+](=O)[O-])c1 (stereo unspecified),1,3,93,0.8,-14,-3,99,-5,/
O=C1CCCN1CCCNC(=S)Nc1ccc(F)c(Cl)c1,-3,-14,100,5.3,-4,0,100,-7,-7
COc1ccc(S(=O)(=O)NCc2cccnc2)c2ccccc12,-12,-43,97,2.1,-21,-10,100,-8,29
CC(=O)N1CCN(C(=O)CC2OC(=O)c3ccccc32)CC1 (stereo unspecified),1,24,95,1.3,-1,6,101,3,16
CCCCCOCC1CC(C/C(C)=N/Nc2nc(-c3ccccc3)cs2)C(=O)O1 (stereo unspecified),-7,-79,101,-1.2,6,16,101,1,-10
CC(=O)c1c(C)[nH]c(C(=O)NCCc2cccc(C)c2)c1C,-11,22,103,4.7,-9,5,99,6,14
COc1cccc(NC(=O)N2CCC(n3nnc4ccccc43)CC2)c1,-13,49,89,-0.5,7,2,95,1,-16
COC(=O)C1=C(C)N=C2SC(C#N)=C(N)N2C1c1cc(OC)c(OC)c(OC)c1 (stereo unspecified),-3,-1,105,1.2,-2,7,106,28*,-20
CN(C)c1ccc(C=Nc2ccc(N(C)C)cc2)cc1,5,22,101,-0.1,22,6,85,0,2
COc1ccc(S(=O)(=O)Nc2cc(C)ccn2)cc1,0,4,114,1.2,-9,3,112,-2,-3
COc1ccc(NS(=O)(=O)c2cc(NC(=O)CNC(=O)c3ccc(C)s3)ccc2Cl)cc1,-20,15,101,-1.5,-3,-3,100,3,26
CS(=O)(=O)c1ccc(C(=O)NC2CCOC2=O)cc1 (stereo unspecified),-6,9,85,0.0,-9,-8,94,5,-20
Nc1cc(C(=O)OCC(=O)N2CCCC2)ccc1Cl,-3,-27,91,0.0,3,-10,93,-9,-5
COc1cccc(-n2c(=O)n(Cc3ccccc3)c(=O)c3[nH]cnc32)c1C,-9,46,93,-0.9,2,-19,88,-11,/
CC(=O)c1cccc(NC(=O)CN2C(=O)COc3ccc(S(=O)(=O)N4CCOCC4)cc32)c1,-13,30,100,0.0,2,4,101,5,3
CC(=O)Nc1c(O)nc(SC/C=C/CSc2nc(O)c(NC(C)=O)c(=O)[nH]2)[nH]c1=O,-4,-16,96,1.1,5,1,101,-5,-22
CCOc1ccc(C(=O)N2CCN(c3cccc(Cl)c3)CC2)cc1,-26,-26,104,-2.7,1,4,105,-7,-6
O=c1cc(CSc2nnc(NC3CCCCC3)s2)nc2sccn12,-27,48,104,-1.5,-3,0,113,-2,-3
CCOc1ccccc1NC(=O)Cn1nnc(C(=O)Nc2ccccc2Cl)c1N,0,11,/,/,7,/,/,-2,29
COCCCn1c(C)cc(C(=O)COC(=O)CCc2nc3ccccc3c(=O)[nH]2)c1C,-36,40,65,0.0,-18,-20,69,2,15
O=C(CCN(CCO)Cc1ccccc1)Nc1ccc(Br)cc1,13,-12,103,4.6,-4,-3,97,24*,18

# Screening data deposited in PubChem by several laboratories.
